# H37Rv inhibition: M. tuberculosis growth inhibition, HTS (AID 449762) | M. tuberculosis H37Rv growth inhibition, 7H9 media; higher % means a stronger effect | inhibition, % at 25 µM; hits with a dose series show IC50 in µM | hit rate 0.59% among 330,000; in the data active means a potency from the dose series; inconclusive means inhibition above about 70% without an active follow-up result;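 further: bacterial growth assessed after seven days of incubation; strong numbers were not always called active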
# H1N1 NS1A inhibition: H1N1 influenza NS1A inhibitors, functional cell based assay (AID 504329). NS1A functional cell-based assay, percent inhibition; higher % means a stronger effect. one-dose inhibition, % at 12.5 µM; IC50 in µM for titrated hits. hit rate 0.3% among 340,000; in the data active means a potency from the dose series; inconclusive means inhibition above about 27% without an active follow-up result; further: strong numbers were not always called active
# tuberculosis growth: growth inhibition of non-replicating M. tuberculosis (AID 488890). Mycobacterium tuberculosis non-replicating, growth inhibition; higher % means a stronger effect. inhibition, % at 25 µM; hits with a dose series show IC50 in µM. hit rate 0.39% among 320,000; in the data active means a potency from the dose series; inconclusive means inhibition mostly from about 82% at the one dose, without a potency; inactive means the rest, 99 in 100 with inhibition below about 76%;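 further: plate controls were DMSO cells for no effect and high antibiotic wells for full effect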
# VEEV TC-83 Vero: inhibitors of VEEV TC-83 cytopathic effect, confirmation, Vero cells (AID 588727). Vero cells, VEEV TC-83 cytopathic effect inhibition; higher % means a stronger effect. one-dose inhibition, % at 20 µM; IC50 in µM for titrated hits. hit rate 0.13% among 350,000; in the data active means a potency from the dose series; inconclusive means inhibition mostly from about 14% at the one dose, without a potency; inactive means the rest, 99 in 100 with inhibition below about 12%; further: strong numbers were not always called active
# Salmonella PhoP GFP: Inhibition of PhoP regulon, Salmonella typhi GFP reporter cells, confirmation, 4 h (AID 1850); Salmonella Typhi PhoP-promoter GFP reporter, fluorescence, 4 h; higher % means a stronger effect; inhibition, % at 50 µM, or IC50 in µM where a hit was titrated; hit rate 0.33% among 310,000; in the data active means a potency from the dose series; inconclusive means inhibition mostly from about 25% at the one dose, without a potency; inactive means the rest, 99 in 100 with inhibition below about 19%;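 further: 0% = induced wells with vehicle and 100% = uninduced wells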
# VEEV TC-83 Vero 10K pilot screen: second read-out of VEEV TC-83 Vero, no call of its own (marks repeat the call); inhibition, %; measured here: 10K pilot screen inhibition
# Active calls of the source: *; i = inactive; ? = inconclusive; / = no result given.
SMILES,H37Rv inhibition,H1N1 NS1A inhibition,tuberculosis growth,VEEV TC-83 Vero,Salmonella PhoP GFP,others
CC(OC(=O)CNC(=O)c1cccc(F)c1)C(=O)NC1CCCCC1C (centres undefined),2%,-17%,-8%,1.4%,-6%,
COc1ccc(NC(=O)C2C3CCC4C(CCC32)C4(Cl)Cl)cc1 (centres undefined),-2%,1%,-6%,0.1%,-10%,
CC(=O)Nc1ccc(S(=O)(=O)NCC(=O)OCC(=O)N2CCCc3ccccc32)cc1,1%,-2%,1%,i,-2%,
Cc1onc(-c2c(Cl)cccc2Cl)c1/C(N)=N/OC(=O)C(C)(C)C,-3%,0%,8%,i,8%,
COc1ccc(Cc2nnc(NC(=O)CS(=O)(=O)c3ccccc3)s2)cc1OC,3%,3%,-8%,2.3%,-5%,
COc1ccc(NC(=O)NN(C(=O)c2ccccc2)C(C)(C)C)cc1,-1%,-6%,4%,0.1%,2%,
CCC(=O)Nc1ccc2nc(C3CC3)n(Cc3ccccc3)c(=O)c2c1,-8%,12%,-1%,0.4%,3%,
COC(=O)c1ccc(N2CCN(C(=O)c3ccccc3)CC2)c(NC(C)=O)c1,0%,0%,2%,4.4%,21%,
O=C(Cc1ccc(Cl)c(Cl)c1)Nc1ccccc1N1CCOCC1,5%,10%,25%,2.3%,12%,
COc1ccccc1NC(=O)CSc1nc2ccccc2nc1N1CC(C)OC(C)C1 (centres undefined),-4%,-6%,4%,7.7%,-2%,
Cc1cc(C=C2C(=O)N(C)C(=S)N(C)C2=O)c(C)n1-c1cccnc1,-1%,6%,82%,2.2%,-7%,
CCOc1ccc(/C=N/NC(=O)Cn2ccnc2C)cc1,-1%,9%,6%,1.9%,-2%,
O=C(NCc1ccc2c(c1)OCO2)c1ccc(CS(=O)(=O)Cc2cccc(Cl)c2)o1,3%,-6%,18%,7.3%,-5%,
COC(=O)NNC(=O)COc1cc(C)c(Br)cc1C(C)C,-2%,-1%,26%,8.9%,-8%,
OC1(CN2CCOCC2)C2CN3CCN(C2)CC1(c1ccccc1)C3 (centres undefined),-1%,-1%,9%,0.7%,3%,
CCOc1cccc(NC(=O)C2CCCN(S(=O)(=O)c3ccc(-n4cnnn4)cc3)C2)c1 (centres undefined),-2%,0%,-3%,1.8%,0%,
Cc1ccc2c(c1)N(CC(=O)N1CCOCC1)C(=O)C(C)O2 (centres undefined),-2%,0%,-8%,1.6%,7%,
Cc1ccn2c(=O)nc(SCc3cccc(C(F)(F)F)c3)nc2c1,-8%,-10%,34%,7.3%,-10%,
O=C(CSc1nnc(-c2ccncc2)n1Cc1ccco1)Nc1ccccc1F,0%,-20%,-9%,0.4%,-1%,
CCc1nnc(NC(=O)Cc2cccs2)s1,3%,8%,-5%,1.2%,8%,
COCCN(Cc1nc(-c2ccc(-c3ccccc3)cc2)oc1C)C(C)C,13%,-10%,54%,62%,8%,
COc1ccc(S(=O)(=O)N(C)c2ccc(OC(=O)C(C)Oc3ccc(F)cc3)cc2)cc1 (centres undefined),-10%,-1%,23%,4.8%,1%,
CCOc1ccc(Br)cc1S(=O)(=O)Nc1ccc(C(=O)Nc2ccc(C)cc2)cc1,-15%,4%,-37%,1.3%,-9%,
CCOc1ccccc1/C=C/c1onc(C)c1S(=O)(=O)N1CCC(C(=O)NC)CC1,-13%,6%,10%,5.9%,-13%,
CC1(C)C(=O)NCCN1C(=O)CC1C(=O)NCCN1Cc1cccc(C(F)(F)F)c1 (centres undefined),-6%,9%,-8%,i,-1%,
CC(NC(=O)c1ccccc1Cl)C(=O)Nc1ccc2c(c1)OCO2 (centres undefined),/,-1%,/,4.3%,/,
Cc1c(Cl)ccc2c1NC(=O)[C@]21N[C@@H](Cc2ccccc2)[C@H]2C(=O)N(c3ccc(F)cc3)C(=O)[C@H]21,23µM*,6%,61%,i,0%,
O=C(COC(=O)CCc1c[nH]c2ccccc12)NCc1ccc2c(c1)OCO2,6%,-1%,9.7µM*,i,3%,
COc1ccccc1C(CNC(=O)c1cccc(NS(=O)(=O)c2ccc(C)c(F)c2)c1)N(C)C (centres undefined),-3%,-1%,7%,9.3%,9%,
COc1ccc(C/C(N)=N/OC(=O)COc2ccccc2C)cc1,2%,11%,44%,0.9%,-4%,
COc1ccc(CCNC(=O)CSCC(=O)Nc2cc(S(C)(=O)=O)ccc2Cl)cc1,2%,2%,-8%,2.7%,/,
COc1ccccc1OCCNS(=O)(=O)c1ccc2oc3ccccc3c2c1,-6%,-8%,26%,1.1%,-9%,
S=c1[nH]nc(COc2ccccc2)n1/N=C/c1ccncc1,4%,-5%,22%,0.7%,-5%,
CCC(Oc1ccccc1)C(=O)Nc1ccc(S(=O)(=O)Nc2ncccn2)cc1 (centres undefined),-6%,5%,8%,i,-9%,
CCC(=Nc1ccc2c(c1)CCC2)c1c(O)n(C2CCCCC2)c(=O)[nH]c1=O,20%,-4%,13%,i,11%,
N#CC1=C(N)NC(SCc2ccccc2)=C(C#N)C12CCCC2,19%,3%,1%,5.4%,-3%,

# 5 entries out of the list, ordered by number of heavy atoms, lowest first:
SMILES,H37Rv inhibition,H1N1 NS1A inhibition,tuberculosis growth,VEEV TC-83 Vero,Salmonella PhoP GFP,others
S=c1[nH]nc(COc2ccccc2)n1/N=C/c1ccncc1,4%,-5%,22%,0.7%,-5%,
N#CC1=C(N)NC(SCc2ccccc2)=C(C#N)C12CCCC2,19%,3%,1%,5.4%,-3%,
CC(NC(=O)c1ccccc1Cl)C(=O)Nc1ccc2c(c1)OCO2 (centres undefined),/,-1%,/,4.3%,/,
O=C(COC(=O)CCc1c[nH]c2ccccc12)NCc1ccc2c(c1)OCO2,6%,-1%,9.7µM*,i,3%,
CC1(C)C(=O)NCCN1C(=O)CC1C(=O)NCCN1Cc1cccc(C(F)(F)F)c1 (centres undefined),-6%,9%,-8%,i,-1%,

# Next section
SMILES,H37Rv inhibition,H1N1 NS1A inhibition,tuberculosis growth,VEEV TC-83 Vero,Salmonella PhoP GFP,others
N#C/C(=C/c1ccc(N2CCCCC2)cc1)c1cccc(F)c1,-4%,-1%,27%,i,-10%,VEEV TC-83 Vero 10K pilot screen=0.0
COC(=O)c1ccc(N=Nc2c(C)[nH]n(-c3ccccc3)c2=O)cc1,8%,19%,54%,0.6%,-7%,
O=C(CCSc1nc(-c2ccco2)cc(C(F)(F)F)n1)NCCN1CCOCC1,0%,-5%,-8%,1.6%,-7%,
COc1ccc(CN2CCN(C(=O)c3cccc4ccccc34)CC2)cc1Br,12%,-6%,19%,2.2%,-4%,
Cc1cccc(OCCCC(=O)NNC(=O)c2cccc(N(C)C)c2)c1,0%,0%,22%,1.6%,/,
COc1ccc(CCC(=O)NNC(=O)Nc2ccccc2Cl)cc1,1%,22%,10%,i,-5%,
COc1ccc(Cn2nnnc2C(c2ccc(F)cc2)N2CCN(C3CCCC3)CC2)cc1 (centres undefined),3%,-6%,45%,1.0%,-6%,
Cc1ccccc1NC(=S)NN1CCN(C)CC1,-5%,-13%,-29%,0.8%,1%,
Cc1ccc(C(=O)NCCCNC(=O)c2ccc(Cl)cc2)cn1,-1%,2%,-8%,0.3%,2%,
CC1(C)NC(=O)N(CC(O)CNC23CC4CC(CC(C4)C2)C3)C1=O (centres undefined),-6%,-10%,-13%,1.0%,-4%,
CCOc1ccc(NC(=O)c2ccco2)cc1S(=O)(=O)N1CCCC1,0%,1%,17%,1.2%,/,
O=C(CN1CCN(c2ccccc2)CC1)NC(=O)NCc1ccccc1,2%,-3%,1%,0.9%,/,

# In the list so far, these contain bromine:
SMILES,H37Rv inhibition,H1N1 NS1A inhibition,tuberculosis growth,VEEV TC-83 Vero,Salmonella PhoP GFP,others
COC(=O)NNC(=O)COc1cc(C)c(Br)cc1C(C)C,-2%,-1%,26%,8.9%,-8%,
CCOc1ccc(Br)cc1S(=O)(=O)Nc1ccc(C(=O)Nc2ccc(C)cc2)cc1,-15%,4%,-37%,1.3%,-9%,
COc1ccc(CN2CCN(C(=O)c3cccc4ccccc34)CC2)cc1Br,12%,-6%,19%,2.2%,-4%,

# Continuation.
SMILES,H37Rv inhibition,H1N1 NS1A inhibition,tuberculosis growth,VEEV TC-83 Vero,Salmonella PhoP GFP,others
Cc1ccc(NC(=O)CCCNC(=O)c2ccc(Cl)cc2)c(O)c1,-1%,-6%,53%,0.2%,-1%,
COc1cc2cc(C(C)(C)O)oc(=O)c2cc1OC,-6%,-6%,44%,0.4%,/,VEEV TC-83 Vero 10K pilot screen=1.1
COC(=O)CCC(=O)OC1(C)C(=O)C2=CN(CCc3c[nH]c4ccccc34)C(c3ccc(OC)cc3)=CC2=C(Br)C1=O (centres undefined),-6%,14%,42%,0.5%,1%,
CCOC(=O)c1ccc(NC(=O)c2nc[nH]c2C(=O)NCC(=O)OC(C)(C)C)cc1,?,-3%,31%,7.7%,0%,
Cc1[nH]n(-c2ccccc2)c(=O)c1C=Nc1ccc(S(=O)(=O)NC(N)=O)cc1,-6%,18%,69%,0.5%,8%,
COc1ccc(S(=O)(=O)NC(CC(=O)NCc2ccco2)c2ccco2)cc1 (centres undefined),-2%,0%,-21%,0.6%,5%,
CCOC(=O)c1cn[nH]c1NC(=S)Nc1ccccc1,-4%,-20%,-25%,4.8%,11%,
Cc1cccnc1NC(=O)C1CCN(S(=O)(=O)c2c(C)noc2/C=C/c2ccco2)CC1,6%,-8%,3%,i,-4%,
Cc1c(C=O)c2ccccc2n1Cc1ccccc1,6%,-9%,65%,0.0%,-1%,
Cc1cc(C(=O)Nc2cccc3ncccc23)no1,3%,0%,-4%,8.4%,2%,
Cc1ccc(S(=O)(=O)N(C)c2ccc(C(=O)O)cc2)cc1,0%,-6%,-7%,0.4%,-3%,
COc1ccc(NC(=O)CCC(=O)Nc2cc(OC)c(NC(=O)c3ccco3)cc2OC)c(OC)c1,1%,-2%,-13%,0.1%,4%,

# Looked up one by one from the list above, 2 records:
SMILES,H37Rv inhibition,H1N1 NS1A inhibition,tuberculosis growth,VEEV TC-83 Vero,Salmonella PhoP GFP,others
COc1ccc(NC(=O)CCC(=O)Nc2cc(OC)c(NC(=O)c3ccco3)cc2OC)c(OC)c1,1%,-2%,-13%,0.1%,4%,
Cc1ccc(NC(=O)CCCNC(=O)c2ccc(Cl)cc2)c(O)c1,-1%,-6%,53%,0.2%,-1%,

# Continuation:
SMILES,H37Rv inhibition,H1N1 NS1A inhibition,tuberculosis growth,VEEV TC-83 Vero,Salmonella PhoP GFP,others
O=C(CN1CCN(Cc2ccccc2)CC1)N/N=C/c1ccccc1F,6%,/,-17%,i,0%,
CC(C)(CCO)NC(=S)NC1CC2C=CC1C2 (centres undefined),2%,-20%,-2%,1.4%,2%,
COc1ccccc1-c1cc(-c2ccccc2)nc(SC(C(N)=O)c2ccccc2)c1C#N (centres undefined),-10%,1%,1%,9.4%,1%,
O=C(CSc1nnc2scc(-c3ccccc3)n12)N1CCN(Cc2ccccc2)CC1,-7%,0%,21%,i,2%,
COC(=O)CCNC(=O)Cc1ccc(S(=O)(=O)N2CCCCC2)s1,/,4%,/,0.3%,/,
Cc1cc(C)c2ccc3c(C)c(C)n(C)c3c2n1,?,-8%,18%,1.0%,1%,
COc1ccc(N=NC2=C(O)CC(C)(C)CC2=O)c(OC)c1,1%,13%,1%,7.0%,6%,
Cc1cc(=O)n2nc(N3CCC(C(=O)NCc4ccccc4F)CC3)sc2n1,5%,1%,9%,i,7%,

# High-throughput results (PubChem BioAssay)
